Growth percent in the NCI-60 one-dose screen (48 h, 10 µM unless noted): 100 = growth as untreated, 0 = no growth, -100 = all killed.
NCI-H460: NCI-H460 lung cancer; hit rate 6.8% among 82,000; AID 1794736
COLO 205: COLO 205 colon cancer. hit rate 7.3% among 79,000. AID 1794742
NCI/ADR-RES: NCI/ADR-RES ovarian cells. hit rate 4.4% among 81,000
NCI-H226: NCI-H226 lung cancer. hit rate 3.5% among 79,000
KM12: KM12 colon cancer cells | hit rate 5% among 82,000 | AID 1794800
NCI-H322M: NCI-H322M lung cancer | hit rate 2.7% among 80,000
NCI-H522: NCI-H522 lung cancer | hit rate 8% among 78,000 | AID 1794739
NCI-H23: NCI-H23 lung cancer | hit rate 4% among 80,000 | AID 1794731
IGROV1: IGROV1 ovarian cancer. AID 1794786. hit rate 4.7% among 79,000
Starred values were filed as active, the others as inactive; · = no result given; & = joins results of further samples; ! = a repeat was not active. The calls were made as follows: active = growth percent below 10; inactive = the rest.

SMILES | NCI-H460 | COLO 205 | NCI/ADR-RES | NCI-H226 | KM12 | NCI-H322M | NCI-H522 | NCI-H23 | IGROV1
CC(=O)Nc1ccc(O)cc1 | 108&105&109 | 101&116&105 | 104&94&101 | 112&106&93 | 107&38&99 | 102&111&108 | 47&94 | 102&112&99 | 114&107
CCOC(=O)NNc1nncc2ccccc12 | 110 | 105 | 103 | 104 | 101 | 102 | 103 | 95 | 106
Cn1cc(C(=O)c2nc(-c3cn(C)c4ccc(Br)cc34)no2)c2cc(F)ccc21 | 51 | 91 | 98 | 90 | 99 | 90 | 84 | 107 | 92
CCN1CCN(Cc2ccc(-c3cc4c(N[C@H](C)c5ccccc5)ncnc4[nH]3)cc2)CC1 | 22 | -21* | 47 | 51 | 31 | -2.2* | 6.2* | 42 | -1.3*
COc1ccc(/C=C/C(C)=N/OCC(=O)Nc2ccc(OC)cc2)cc1 | 105 | 110 | 108 | 97 | 111 | 97 | 90 | 106 | 102
CCCCC1C(=O)N(c2ccccc2)N(c2ccccc2)C1=O | 114 | 106 | 103 | 96 | 109 | 100 | 102 | 109 | 106
COc1cc2ncnc(Oc3cccc(NC(=O)Nc4cc(C(C)(C)C(F)(F)F)on4)c3)c2cc1OC | 34 | 1.1* | 24 | 24 | 42 | 1.6* | 0.3* | 19 | -11*
Cc1ccc(C2CC(c3ccc(N(C)C)cc3)=NN2c2ccc(S(=O)(=O)NC(=O)NCc3ccccc3)cc2)cc1 (stereo not given) | 95 | 107 | 86 | 90 | 87 | 109 | 83 | 90 | 106
C(=C\c1cn(-c2ccccc2)nc1-c1ccccc1)/c1nnc(-c2ccncc2)o1 | 99 | 101 | 98 | 87 | 102 | 91 | 83 | 82 | 101
COc1ccc2c(c1)c(-c1nnc(-c3cn(C)c4ncccc34)s1)cn2C | 98 | 103 | 69 | 86 | 82 | 94 | 75 | 73 | 70
CC[C@@H]1C(=O)N(C)c2cnc(Nc3ccc(C(=O)NC4CCC(N5CCN(CC6CC6)CC5)CC4)cc3OC)nc2N1C(C)C (stereo not given in full) | 1.1* | -62* | 26 | 50 | 4.2* | 23 | -53* | -1.2* | -18*
O=C(c1cccs1)C1C(c2cccs2)CC(O)(c2cccs2)C(C(=O)c2cccs2)C1c1cccs1 (stereo not given) | 95 | 109 | 92 | 87 | 97 | 97 | 85 | 95 | 92
Cc1cccc(C)c1NC(=O)C1CCCCN1C (stereo not given) | 108 | 103 | 104 | 106 | 104 | 98 | 108 | 101 | 108
[2H]C1([2H])N(C(=O)c2cc(Cc3n[nH]c(=O)c4ccccc34)ccc2F)C([2H])([2H])C([2H])([2H])N(C(=O)C2CC2)C1([2H])[2H] | 85 | 99 | 99 | 94 | 97 | 105 | 33 | 101 | 89
Cn1cc(C(=O)c2nc(-c3cn(C)c4ccc(Cl)cc34)no2)c2ccccc21 | 89 | 106 | 96 | 87 | 95 | 96 | 78 | 98 | 92
COc1ccc(-n2[nH]c3c(cnc4ccccc43)c2=O)cc1 | 108&103 | 119&137 | 101&79 | 95&103 | 98&99 | 101&93 | 89 | 96&73 | 115&88
CC(=O)c1c(C)c2cnc(Nc3ccc(N4CCNCC4)cn3)nc2n(C2CCCC2)c1=O | 14 | 18 | 72 | 53 | 11 | 32 | -77* | 51 | 27
Cn1cc(-c2nnc(-c3ccccc3)s2)c2cccnc21 | 96 | 108 | 91 | 65 | 90 | 91 | 95 | 87 | 49
CC(=O)Nc1ccccc1 | 109&104 | 112 | 100 | 100&112 | 114&110 | 114&109 | 98&125 | 100&106 | 118&109
Cn1cc(-c2nc(N)nnc2-c2c[nH]c3ccc(F)cc23)c2cc(F)ccc21 | 84 | 92 | 92 | 94 | 84 | 85 | 69 | 85 | 70
CCCCCCc1ccc(O)cc1O | 118 | 127 | 99 | 93 | 101 | 92 | 94 | 92 | 101
CN1CCN(C2CCN(C(=O)Nc3cc(Oc4ccc(NC(=O)C5(C(=O)Nc6ccc(F)cc6)CC5)c(F)c4)ccn3)CC2)CC1 | -50*! | -78*! | 99&13 | -4.9*! | -46*! | -28*! | -66*! | -45*! | -59*!
CC[C@@]1(O)C(=O)OCc2c1cc1n(c2=O)Cc2c-1nc1cc(F)c(C)c3c1c2[C@@H](N)CC3 | -4.6* | -82* | -12* | -54* | 3.8* | 0.6* | -54* | -57* | -48*
[2H]C1([2H])[C@H](C)O[C@H](C)C([2H])([2H])N1c1ccc(NC(=O)c2cccc(-c3ccc(OC(F)(F)F)cc3)c2C)cn1 | 85 | 82 | 58 | 59 | 73 | 83 | 45 | 58 | 65
CCCCCC(=O)O[C@]1(C(C)=O)CCC2C3CCC4=CC(=O)CC[C@]4(C)C3CC[C@@]21C (stereo not given in full) | 15 | 13 | 13 | 53 | 29 | · | · | 22 | 33
Cc1cccc(NC(=O)Nc2ccc3nc(NS(=O)(=O)c4ccc5ccccc5c4)sc3c2)c1 | 96 | 102 | 99 | 83 | 100 | 94 | 77 | 104 | 92
O=C(Nc1ccc(C(=O)O)c(O)c1)c1ccccc1 | 109&109 | 130&102 | 100&84 | 101&101 | 120 | 98&100 | 90&93 | 98&104 | 103&100
Cc1ccc(NC(=O)CSc2nc(NC(=O)CN3CCN(c4cc5c(cc4F)c(=O)c(C(=O)O)cn5C4CC4)CC3)cc(=O)[nH]2)cc1 | 107 | 109 | 95 | 100 | 101 | 97 | 86 | 98 | 96
NC1(c2ccc(-c3nc4ccn5c(=O)[nH]nc5c4cc3-c3ccccc3)cc2)CCC1 | 24 | -20* | 57 | 68 | 27 | 59 | 5.0* | 73 | 13
CC1CCOC2Cn3cc(C(=O)NCc4ccc(F)cc4F)c(=O)c(O)c3C(=O)N12 (stereo not given) | 94 | 101 | 86 | 81 | 92 | 114 | 103 | 88 | 105
O=C(c1ccc2nc(NS(=O)(=O)c3ccc4ccccc4c3)sc2c1)N1CCN(C(c2ccccc2)c2ccccc2)CC1 | 90 | 96 | 102 | 90 | 69 | 96 | 66 | 99 | 94

Shown with two lines to a compound: two of the compounds above.
Order of values – NCI-H460	COLO 205	NCI/ADR-RES	NCI-H226	KM12	NCI-H322M	NCI-H522	NCI-H23	IGROV1
Cc1cccc(NC(=O)Nc2ccc3nc(NS(=O)(=O)c4ccc5ccccc5c4)sc3c2)c1
  96	102	99	83	100	94	77	104	92
CC1CCOC2Cn3cc(C(=O)NCc4ccc(F)cc4F)c(=O)c(O)c3C(=O)N12 (stereo not given)
  94	101	86	81	92	114	103	88	105

No new results follow: entries from further up.
SMILES | NCI-H460 | COLO 205 | NCI/ADR-RES | NCI-H226 | KM12 | NCI-H322M | NCI-H522 | NCI-H23 | IGROV1
Cn1cc(-c2nc(N)nnc2-c2c[nH]c3ccc(F)cc23)c2cc(F)ccc21 | 84 | 92 | 92 | 94 | 84 | 85 | 69 | 85 | 70
CCCCCCc1ccc(O)cc1O | 118 | 127 | 99 | 93 | 101 | 92 | 94 | 92 | 101
CN1CCN(C2CCN(C(=O)Nc3cc(Oc4ccc(NC(=O)C5(C(=O)Nc6ccc(F)cc6)CC5)c(F)c4)ccn3)CC2)CC1 | -50*! | -78*! | 99&13 | -4.9*! | -46*! | -28*! | -66*! | -45*! | -59*!
CC[C@@]1(O)C(=O)OCc2c1cc1n(c2=O)Cc2c-1nc1cc(F)c(C)c3c1c2[C@@H](N)CC3 | -4.6* | -82* | -12* | -54* | 3.8* | 0.6* | -54* | -57* | -48*
[2H]C1([2H])[C@H](C)O[C@H](C)C([2H])([2H])N1c1ccc(NC(=O)c2cccc(-c3ccc(OC(F)(F)F)cc3)c2C)cn1 | 85 | 82 | 58 | 59 | 73 | 83 | 45 | 58 | 65
CCCCCC(=O)O[C@]1(C(C)=O)CCC2C3CCC4=CC(=O)CC[C@]4(C)C3CC[C@@]21C (stereo not given in full) | 15 | 13 | 13 | 53 | 29 | · | · | 22 | 33
Cc1cccc(NC(=O)Nc2ccc3nc(NS(=O)(=O)c4ccc5ccccc5c4)sc3c2)c1 | 96 | 102 | 99 | 83 | 100 | 94 | 77 | 104 | 92
O=C(Nc1ccc(C(=O)O)c(O)c1)c1ccccc1 | 109&109 | 130&102 | 100&84 | 101&101 | 120 | 98&100 | 90&93 | 98&104 | 103&100
Cc1ccc(NC(=O)CSc2nc(NC(=O)CN3CCN(c4cc5c(cc4F)c(=O)c(C(=O)O)cn5C4CC4)CC3)cc(=O)[nH]2)cc1 | 107 | 109 | 95 | 100 | 101 | 97 | 86 | 98 | 96

A portion of the library; rates above refer to the full screens.
